Nrf2 block: Nrf2 pathway inhibition; A549 ARE-Fluc reporter, luciferase luminescence, 18-24 h; Potency, µM (top dose mostly 46 µM), for inactives: at the highest dose activity change, negative = inhibition, most hits filed as inhibitors; actives 2.1% (n = 360,000); AID 504444; also: potency is read from the fitted curve at half-maximal effect; % is scaled to controls: 0 for no effect and ±100 for the full control effect; nearly all actives have a fitted effect of over 60% in size
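Nrf2 function is reported as luminescence of an ARE-controlled luciferase in A549 cells. Compounds were tested at several concentrations, and a CellTiter-Fluor read on the same wells flagged cytotoxicity.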
EPAC2 agonist: agonists of human EPAC2 (RAPGEF4); Potency, µM (highest dose often 154 µM), for inactives: at the highest dose activation, hits mostly activators; EPAC2 activation, biochemical qHTS; response scale: 100% = 6.5 mM cAMP response; Q8WZA2; actives 0.079% (n = 360,000); AID 720711; also: potency is read from the fitted curve at half-maximal effect; nearly all actives have a fitted effect of over 50% in size
Target sequence (Q8WZA2 whole entry, looked up): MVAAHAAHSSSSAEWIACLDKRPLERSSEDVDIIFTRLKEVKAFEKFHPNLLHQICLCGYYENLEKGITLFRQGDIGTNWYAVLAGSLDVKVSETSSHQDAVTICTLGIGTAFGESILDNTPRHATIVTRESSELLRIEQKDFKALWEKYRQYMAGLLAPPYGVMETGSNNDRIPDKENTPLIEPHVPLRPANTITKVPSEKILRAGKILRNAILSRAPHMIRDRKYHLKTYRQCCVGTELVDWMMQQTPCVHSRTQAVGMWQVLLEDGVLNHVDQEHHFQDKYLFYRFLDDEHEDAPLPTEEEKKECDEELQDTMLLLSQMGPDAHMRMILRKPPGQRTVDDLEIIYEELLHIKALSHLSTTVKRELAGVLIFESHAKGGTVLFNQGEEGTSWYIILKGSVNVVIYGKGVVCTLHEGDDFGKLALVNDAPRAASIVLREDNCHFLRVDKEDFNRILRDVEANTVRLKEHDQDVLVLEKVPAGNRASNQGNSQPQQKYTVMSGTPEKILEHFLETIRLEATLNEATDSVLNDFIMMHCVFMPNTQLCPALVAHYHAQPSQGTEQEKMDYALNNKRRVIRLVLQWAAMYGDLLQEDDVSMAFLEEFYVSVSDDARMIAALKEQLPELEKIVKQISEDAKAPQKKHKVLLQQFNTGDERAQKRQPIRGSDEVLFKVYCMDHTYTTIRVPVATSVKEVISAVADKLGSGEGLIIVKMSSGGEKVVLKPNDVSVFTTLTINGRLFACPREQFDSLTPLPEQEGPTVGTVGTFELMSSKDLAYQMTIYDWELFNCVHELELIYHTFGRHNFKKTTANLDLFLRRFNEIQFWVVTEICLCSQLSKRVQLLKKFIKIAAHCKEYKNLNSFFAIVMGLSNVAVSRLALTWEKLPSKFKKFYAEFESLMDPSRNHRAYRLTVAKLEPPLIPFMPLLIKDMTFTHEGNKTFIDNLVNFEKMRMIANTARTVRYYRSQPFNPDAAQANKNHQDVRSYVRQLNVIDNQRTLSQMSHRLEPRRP
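In this primary screen, activation is scored as increased exchange of BODIPY-GDP from Rap1B by 100 nM EPAC2, with 50 uM GDP as competitor. Signal is normalized to the 6.5 mM cAMP agonist control.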
IL2 activator: IL-2 activation; IL-2 activation reporter assay, cell-based qHTS; stimulated with anti-CD3/CD4/CD28 beads; in transgenic mouse T cells; activation, % (series mostly up to about 46 µM); actives 0.065% (n = 360,000); AID 652025; in the data active = activation above about 50%; inconclusive = mostly about 30% to 49%; also: 0% is about no effect
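EGFP and DsRed fluorescence is measured by plate cytometry in unstimulated transgenic mouse T cells exposed to compound for 60 minutes, then stimulated 18 hours at 37 degrees C with anti-CD3/anti-CD4 beads plus anti-CD28.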
HepG2 tox: counter-screen for TGF-b inhibitors: cytotoxicity in HepG2 cells; HepG2 CAGA-GFP viability, ATP luminescence, 18 h; Potency, µM (doses to about 46.1 µM), inactives show at the top dose activity change, negative = cytotoxicity, most hits filed as cytotoxic; actives 0.76% (n = 410,000); also: potency is read from the fitted curve at half-maximal effect; some results filed as inactive show a strong effect at the top dose
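HepG2 CAGA-GFP cells (1000/well, DMEM with 1% FBS) received compound, then TGF-beta at 500 pg/mL final, and were incubated 18 hours at 37 degrees C. Viability was read by CellTiter-Glo luminescence. Media-only wells were set as complete cell-killing and DMSO as no toxicity.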
ATXN viability: viability counter-screen for ATXN expression inhibitors; AID 651635; S2 cells (HEK-293 line with an ATXN2-luciferase reporter) viability, CellTiter-Fluor protease fluorescence, 24 h; Potency, µM (doses to about 56.7 µM), usual class: cytotoxic; actives 0.49% (n = 400,000); also: potency is read from the fitted curve at half-maximal effect; nearly all actives have a fitted effect of over 40% in size
TGFb SMAD3 inh: TGF-b pathway inhibition; HepG2 CAGA-GFP TGF-b/SMAD3 reporter, GFP fluorescence, 18 h; TGF-beta stimulated, 500 pg/mL final; actives 1.2% (n = 410,000); Potency, µM (highest dose often 46.1 µM), for the others: top-dose activity, negative = inhibition, most hits filed as inhibitors; also: potency is read from the fitted curve at half-maximal effect; % is scaled to controls: 0 for no effect and ±100 for the full control effect; nearly all actives have a fitted effect of over 65% in size
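Inhibition was scored as loss of TGF-beta-induced (500 pg/mL final, 18 hours, 37 degrees C) GFP in HEPG2 cells carrying a CAGA-GFP reporter, in DMEM with 1% FBS. Well GFP was summed per cell; Activity was normalised to unstimulated and stimulated DMSO wells, then concentration-response fitting.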
A549 viability: A549 cytotoxicity, counter-screen for Nrf2 inhibitors. A549 ARE-Fluc cells, CellTiter-Fluor viability, 18-24 h. Potency, µM (series often up to 46 µM), without a hit: at the top dose activity change, negative = cytotoxicity, actives largely listed as inhibitors. actives 0.16% (n = 390,000). AID 504648; also: potency is read from the fitted curve at half-maximal effect; % is scaled to controls: 0 for no effect and ±100 for the full control effect
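Cytotoxicity counterscreen: CellTiter-Fluor fluorescence was measured in A549 ARE_Fluc cells after 18-24 h of compound exposure in a concentration series. The subsequent BugLite luminescent read reports ARE-luciferase activity.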
ATXN2 expr inh: ATXN2 expression inhibition | AID 1745845 | HEK-293 ATXN2-luciferase reporter, luminescence, 24 h | Potency, µM (highest dose often 57 µM), inactives show top-dose activity change, negative = inhibition, hits mostly inhibitors | actives 0.72% (n = 360,000); also: potency is read from the fitted curve at half-maximal effect; % is scaled to controls: 0 for no effect and ±100 for the full control effect; nearly all actives have a fitted effect of over 55% in size
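qHTS (up to 57 uM final) was run with 24 h compound exposure of reporter cells at 37 °C. Each well was multiplexed: SteadyGlo luminescence measured ATXN2-luciferase expression after a fluorogenic Gly-Phe-AFC viability readout (25 uM final).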
Nrf2 ARE act: activators of Nrf2 (ARE) signaling; AREc32 ARE-luciferase reporter (MCF7-derived line), luminescence, 24 h; Potency, µM (doses to about 46.1 µM), for the others: at the highest dose activation, usual class: activators; actives 0.31% (n = 410,000); AID 624171; also: potency is read from the fitted curve at half-maximal effect; % of control where 0% means no effect; nearly all actives have a fitted effect of over 65% in size
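Steps: seed AREc32_Fluc cells (1000/well, 5% FBS OPTI-MEM); incubate overnight at 37 deg C; add 23 nL compound; incubate 24 hr; add Steady-Glo; hold 30 min RT; read luminescence.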
Numbers without * were called inactive; i = inactive; ? = inconclusive; . = no result given; [ ] = another dose, or the depositor's remark. Unless noted, calls follow the shape of the dose curve; as a rule, active = well fitted curve in the direction sought with a large enough effect; inconclusive = small, poorly fitted or top-dose-only effect, or another doubt; inactive = no such curve, though single readings can be large; an effect the other way counts as inactive or inconclusive.

SMILES	Nrf2 block	EPAC2 agonist	IL2 activator	HepG2 tox	ATXN viability	TGFb SMAD3 inh	A549 viability	ATXN2 expr inh	Nrf2 ARE act
Nc1cc2c3ccccc3ccc2c2ccccc12	?	7%	-0.7	-35%	?	0%	-1%	39%[activator]	4.8%
CN(Cc1ccccc1)c1nccn2ccnc12	.	10%	0.3	-21%	i	-2%	.	7%	2.9%
COc1ccc(OC)c(N/C=C/C(=O)c2ccccc2)c1	?	23%	-0.7	-46%	i	-19%	-2%	-81%	1.5%
COc1ccc(-n2nc3c(N4CCCC(C(=O)NCc5ccc(C)cc5)C4)nnc(C)c3c2C)cc1 (configuration not stated)	.	.	.	-46%	.	-24%	?	?	6.3%
O=C(Nc1cccc(Cl)c1)c1cc(S(=O)(=O)N2CCCCC2)c[nH]1	12%	2%	3.1	-13%	i	-10%	-2%	-4%	-0.4%
CCN(CC)C(=O)c1sc2c(c1C)c(=O)n(CCc1ccccc1)c(=O)n2Cc1cc(C)ccc1C	.	.	.	0%	i	-3%	-3%	9%	-1.0%
Cc1cccc(NC(=O)CSc2nc3sc(C)cc3c(=O)n2C)c1	23µM*	7%	-2.5	-16%	i	-9%	-9%	-20%	5.7%
CC(=O)NS(=O)(=O)c1ccc(NC(=S)NC(=O)CC(C)C)cc1	0%	13%	-0.4	-16%	i	-7%	3%	-15%	-0.6%
Cc1ccc(NC(=O)c2cc(C)nc3ccccc23)cc1	-25%	-4%	0.0	-7%	i	3%	-1%	.	4.5%
COc1cc(C(=S)N2CCCC2)cc(Cl)c1OCC(=O)Nc1ccc(C)cc1C	-26%	9%	0.2	-24%	i	-1%	-9%	-16%	-0.4%
COc1ccc(-c2nc(CN3CCC(C(=O)NCCc4ccccc4)CC3)c(C)o2)cc1OC	2%	.	.	-25%	i	-29%	0%	2%	-0.3%
O=C(NCc1cccnc1)C1CC(=O)N(c2ccc(F)cc2)C1 (configuration not stated)	6%	-4%	1.4	3%	i	-8%	1%	-2%	-0.5%
COc1ccc(-c2noc(CC(=O)N(C)c3cccc(C)c3)n2)cc1	1%	.	.	-1%	.	6%	14%	.	0.4%
Cc1onc(-c2ccccc2Cl)c1C(O)c1ccc(F)cc1 (configuration not stated)	2%	-2%	-4.8	2%	i	-13%	3%	16%	0.1%
COc1ccc(-n2nc(C(=O)NCC(=O)N3CCN(c4ccccn4)CC3)c3ccccc3c2=O)c(OC)c1	?	-5%	-0.1	13%	?	13%	-14%	14%	0.9%
Nc1nc(NS(=O)(=O)c2ccc(Cl)cc2)nn1-c1ccccc1	2%	8%	2.3	7%	i	-2%	0%	0%	0.0%
O=C(NC1CCCc2c1cnn2-c1ccccc1F)c1ccncc1 (configuration not stated)	.	-4%	-2.9	-29%	i	-3%	.	.	0.5%
COc1ccc(C(CNC(=O)c2cc(C)on2)N(C)C)cc1 (configuration not stated)	8%	15%	-2.5	-1%	i	5%	-1%	-14%	1.9%
CCC(=O)N1CCc2cc(S(=O)(=O)CCC(=O)NCCC3=CCCCC3)ccc21	-15%	-2%	1.6	-17%	i	1%	11%	8%	-0.9%
COc1cc(NC(=O)C2(C)CCCN(C(C)C)C2)cc(OC)c1OC (configuration not stated)	.	1%	1.4	1%	i	7%	.	17%	-0.9%
O=C(O)c1ccc(CNCc2ccc(Cl)cc2)cc1	-21%	5%	-3.5	-1%	i	-3%	4%	-10%	0.0%
COC(=O)c1ccccc1OC(=O)c1cccnc1	6%	10%	-0.8	-2%	i	-6%	-2%	-1%	0.5%
Cc1cc(C)nc(N(C#N)CC(=O)N(c2ccccc2)C(C)C)n1	-3%	8%	-0.5	-11%	i	9%	-10%	5%	-0.4%
CCC1(C)COC(c2ccc(OC)c(OC)c2)OC1 (configuration not stated)	-10%	-1%	-2.5	14%	i	26%	11%	5%	-1.0%
Cc1cccc(NC(=O)/C(=C\c2ccco2)NC(=O)c2cccs2)c1	10%	6%	-1.8	-2%	i	-2%	-4%	8%	4.6%

Ordered by molecular weight (rising): three of the compounds above
SMILES	Nrf2 block	EPAC2 agonist	IL2 activator	HepG2 tox	ATXN viability	TGFb SMAD3 inh	A549 viability	ATXN2 expr inh	Nrf2 ARE act
COC(=O)c1ccccc1OC(=O)c1cccnc1	6%	10%	-0.8	-2%	i	-6%	-2%	-1%	0.5%
COc1ccc(C(CNC(=O)c2cc(C)on2)N(C)C)cc1 (configuration not stated)	8%	15%	-2.5	-1%	i	5%	-1%	-14%	1.9%
Cc1cccc(NC(=O)CSc2nc3sc(C)cc3c(=O)n2C)c1	23µM*	7%	-2.5	-16%	i	-9%	-9%	-20%	5.7%

Next section:
SMILES	Nrf2 block	EPAC2 agonist	IL2 activator	HepG2 tox	ATXN viability	TGFb SMAD3 inh	A549 viability	ATXN2 expr inh	Nrf2 ARE act
CC(O)CNCCOc1cccc(Oc2ccccc2)c1 (configuration not stated)	-10%	1%	-1.2	-32%	i	2%	-7%	-14%	0.1%
CCn1c(=O)cc(OCC(=O)NCCC(C)C)c2ccccc21	-11%	8%	-0.7	-16%	i	-2%	0%	12%	6.1%
COc1ccc(CNC(=O)O[C@H]2C[C@@H]3C(=O)N(c4ccccc4)C(=O)[C@@H]3[C@@H]3CN(S(=O)(=O)c4ccc(C)cc4)C[C@]23O)cc1OC	.	19%	1.6	-14%	i	6%	.	-1%	-0.8%
COc1ccc(Cc2c(-c3ccc(OC)c(OC)c3)nc3ccc(C)cn23)c(C)c1	.	17%	-0.3	-24%	?	?	.	3%	2.1%
CC1CCCN(CCOCCOc2ccc(Cl)cc2Br)C1 (configuration not stated)	12%	-8%	-3.7	-37%	?	?	?	?	4.7%
O=C(NCc1ccccn1)c1cc2n(n1)C(C(F)(F)F)CC(c1ccco1)N2 (configuration not stated)	.	1%	-0.7	-2%	i	?	2%	6%	16%
Cc1cc(C)n2c(SC/C(O)=C(\C#N)c3nc4ccccc4[nH]3)nnc2n1	26%	5%	3.6	-4%	i	12%	-5%	4%	0.3%
CCCC(=O)Nc1c(-c2cccc(OC)c2)c(=O)c2ccccc2n1C	-5%	5%	-1.7	-13%	i	-12%	0%	-10%	-0.8%
COCCCn1c(=NC(=O)c2ccccc2)c(C#N)cc2c(=O)n3cccc(C)c3nc21	-21%	-16%	-0.5	-1%	.	-1%	19%	-30%	-0.6%
c1nc(Nc2ccc(N3CCOCC3)cc2)c2ccsc2n1	?	9%	-2.8	26%	i	9%	-9%	21%	4.3%
CCOC(=O)C1(C)NC(c2ccc(N(C)C)cc2)C2C(=O)N(CC)C(=O)C21 (configuration not stated)	1%	2%	0.9	-2%	?	-5%	-7%	7%	0.0%
O=C(c1ccccc1)N1CCCC(c2nc3c(nnn3Cc3ccccc3)c(=O)[nH]2)C1 (configuration not stated)	?	9%	0.6	0%	i	0%	-23%	4%	0.3%
CCC/C=C/c1ccc(CN2C(C)C(=O)N(Cc3cn(Cc4ccco4)nn3)CCS2(=O)=O)cc1 (configuration not stated)	.	2%	-2.8	-33%	?	22µM*	.	-29%	4.4%
COc1ccc(Cl)cc1NC(=O)CN(C)CC(=O)Nc1cccc(S(=O)(=O)N2CCCC2)c1	?	12%	0.6	-1%	i	-13%	-15%	-23%	5.7%
O=C(NCCC1=CCCCC1)c1cc(-c2ccccn2)nc2ccccc12	8%	-3%	-1.6	-15%	i	-1%	5%	-16%	0.3%
S=C(Nc1cccc(Cl)c1)N(CCCN1CCCC1)Cc1cccn1Cc1ccc(Cl)cc1	4%	7%	-0.2	25µM*	28µM*	?	-3%	32µM*	0.4%
O=C(Nc1ccc(F)cc1)Nc1sccc1-c1nc2ccccc2s1	?	9%	-4.5	-2%	?	-19%	-7%	-20%	8.4%
COc1ccc(/C=N/Nc2ncccc2[N+](=O)[O-])c(OC)c1	?	-1%	-3.5	4%	i	9%	1%	.	-0.3%
Cc1ccc(S(=O)(=O)NCc2ccccc2C)cc1	-20%	6%	0.5	-25%	?	-8%	12%	.	-0.3%
Cc1noc(C)c1COc1ccc(C(=O)N2CCN(c3ccccn3)CC2)cc1	0%	0%	-2.2	-14%	i	10%	2%	-2%	0.3%
O=C(COc1ccccc1F)NNC(=O)c1ccc(F)c(S(=O)(=O)N2CCOCC2)c1	7%	6%	0.2	1%	i	0%	4%	-2%	-0.1%
Cc1ccc(NC(=O)C2CCCN2C(=O)NCc2ccccc2)cc1 (configuration not stated)	13%	8%	-2.0	-10%	i	?	2%	-5%	-0.6%
N#Cc1c(NC(=O)COC(=O)c2nccnc2N)sc2c1CCCC2	4%	-3%	2.2	-5%	i	-29%	4%	3%	7.1%
Cc1cc(C)n2nc(CC(=O)NCc3ccc(F)cc3)nc2n1	-7%	-1%	-2.9	32%	i	24%	-12%	-11%	0.0%

Three entries out of the list above, ordered by the value under IL2 activator, falling:
compound	IL2 activator
CCn1c(=O)cc(OCC(=O)NCCC(C)C)c2ccccc21	-0.7
COc1ccc(/C=N/Nc2ncccc2[N+](=O)[O-])c(OC)c1	-3.5
O=C(Nc1ccc(F)cc1)Nc1sccc1-c1nc2ccccc2s1	-4.5

Two neighbouring compounds already listed:
SMILES	Nrf2 block	EPAC2 agonist	IL2 activator	HepG2 tox	ATXN viability	TGFb SMAD3 inh	A549 viability	ATXN2 expr inh	Nrf2 ARE act
O=C(NC1CCCc2c1cnn2-c1ccccc1F)c1ccncc1 (configuration not stated)	.	-4%	-2.9	-29%	i	-3%	.	.	0.5%
COc1ccc(C(CNC(=O)c2cc(C)on2)N(C)C)cc1 (configuration not stated)	8%	15%	-2.5	-1%	i	5%	-1%	-14%	1.9%
